# High-throughput results as filed in PubChem BioAssay.
# PAFAH1B2 FP inh = PAFAH1B2 enzyme inhibitors, primary screen, biochemical, fluorescence polarization, human | Platelet-activating factor acetylhydrolase IB subunit alpha2 (Homo sapiens), P68402 | recombinant PAFAH1B2, FP-rhodamine activity probe | inhibition, % at 3.39 µM | 340,000 tested, 1.2% active | AID 492953, 2010;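 active = inhibition above the mean of all tested compounds plus 3 SD, cut at about 24% in these data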;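 note: 0% = enzyme with DMSO and 100% = wells lacking PAFAH1B2; many of its hits are not listed in these tables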
# Target sequence (P68402 whole entry, looked up): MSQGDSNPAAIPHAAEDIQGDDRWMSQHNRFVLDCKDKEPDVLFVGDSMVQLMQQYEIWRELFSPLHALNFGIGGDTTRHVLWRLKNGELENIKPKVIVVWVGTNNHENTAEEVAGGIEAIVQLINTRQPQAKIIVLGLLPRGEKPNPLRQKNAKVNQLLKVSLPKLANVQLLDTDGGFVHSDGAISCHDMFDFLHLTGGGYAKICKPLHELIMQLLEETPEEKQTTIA
# AHR activator = AHR activators, primary screen, cell-based, luminescence, luciferase reporter, human; AHR-responsive luciferase reporter cells; activation, % at 5 µM; 320,000 tested, 2.5% active; AID 2796, 2010; in the data active = activation above about 47%;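 note: 0% = vehicle wells and 100% = reference agonist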
# Bcl-xL primary = inhibitors of human Bcl-xL, primary screen, biochemical, fluorescence polarization, HTS; GST-Bcl-xL / FITC-Bim BH3 peptide fluorescence polarization; inhibition, % at 10.9 µM; 320,000 tested, 0.7% active;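 active = inhibition above the mean of all tested compounds plus 3 SD, cutoff set per campaign, cut at about 30% in these data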;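 note: 0% = DMSO wells and 100% = unlabeled Bim-BH3 peptide competitor; inhibitors lower millipolarization by displacing the labeled peptide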
# MCL1 BIM primary = inhibitors of MCL1 binding to BIM-BH3, primary screen, biochemical, fluorescence polarization; Induced myeloid leukemia cell differentiation protein Mcl-1 (Homo sapiens), Q07820; GST-MCL1 / FITC-Bim-BH3 fluorescence polarization; inhibition, % at 10.9 µM; 320,000 tested, 0.68% active;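 active = inhibition above the mean inhibition of all tested compounds plus 3 SD, set per campaign, cut at about 40% in these data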;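 note: 0% = DMSO wells and 100% = unlabeled Bim-BH3 peptide control; higher means more loss of mP so more displacement of Bim peptide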
# GLD-1 RNA inh = GLD-1/TGE RNA complex disruptors, primary screen, biochemical, fluorescence polarization | purified GLD-1 + fluorescein TGE RNA | 320,000 tested, 0.44% active | inhibition, % at 5.96 µM;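 active = percent inhibition above a per-plate cutoff, the plate mean of test compounds plus 3 SD, cut at about 30% in these data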;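 note: 0% = DMSO wells with GLD-1 and probe and 100% = wells lacking GLD-1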
# PME-1 primary = PME-1 inhibitors via competitive probe labeling, primary screen, biochemical, fluorescence polarization, FP-Rh probe, HTS. recombinant PME-1. inhibition, % at 5.9 µM. 320,000 tested, 0.53% active. AID 2130, 2009;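 active = inhibition above the campaign mean of all compounds plus 3 SD, cut at about 26% in these data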;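 note: competitive labeling of PME-1 active site by serine hydrolase directed probe; 0% = PME-1 with DMSO and 100% = wells lacking PME-1 enzyme; inhibitors block probe labeling so polarization falls and inhibition rises; many of its hits are not listed in these tables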
# Target sequence (Q9Y570 whole entry, looked up): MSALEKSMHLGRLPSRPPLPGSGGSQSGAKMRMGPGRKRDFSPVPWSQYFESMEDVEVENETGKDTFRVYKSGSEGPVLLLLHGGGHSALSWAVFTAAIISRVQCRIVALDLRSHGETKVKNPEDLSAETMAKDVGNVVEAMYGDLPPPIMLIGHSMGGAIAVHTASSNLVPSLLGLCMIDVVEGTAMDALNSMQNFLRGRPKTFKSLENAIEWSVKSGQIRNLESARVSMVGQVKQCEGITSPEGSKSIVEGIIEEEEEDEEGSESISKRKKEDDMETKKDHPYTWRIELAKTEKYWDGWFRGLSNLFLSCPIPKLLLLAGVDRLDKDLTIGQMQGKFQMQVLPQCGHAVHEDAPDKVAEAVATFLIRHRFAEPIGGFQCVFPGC
# Fam108B inh = mouse Fam108B serine hydrolase inhibitors, primary screen, counter-screen for RBBP9 inhibitor project, biochemical, fluorescence polarization | recombinant Fam108B, FP-Rh probe fluorescence polarization | inhibition, % at 9.51 µM | 300,000 tested, 0.33% active;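 active = inhibition above the screen mean inhibition plus 3 SD, computed separately per campaign, cut at about 18% in these data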;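 note: inhibitors lower polarization as less probe binds the enzyme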
# MEX-5 binding = MEX-5 zinc finger RNA-binding disruptors – biochemical, C. elegans, fluorescence polarization, MLPCN library, primary screen; activity score (negative = inhibition of binding), % at 10 µM; 300,000 tested, 0.38% active; Zinc finger protein mex-5 (Caenorhabditis elegans), Q9XUB2; MEX-5/FITC-TCR2 RNA binding; hits give low values;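 active = inhibition past about -25% in most replicates, and total fluorescence under double the plate's negative control median, limit read from the data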;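 note: 0% = DMSO and -100% = 5 µM competing unlabeled TCR2 RNA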
# pPAFAH FP inh = pPAFAH enzyme inhibitors, primary screen, biochemical, fluorescence polarization, human; Platelet-activating factor acetylhydrolase (Homo sapiens), Q13093; recombinant pPAFAH, FP-rhodamine probe fluorescence polarization; inhibition, % at 3.39 µM; 330,000 tested, 1.5% active; AID 463082, 2010;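 active = inhibition above the mean inhibition across the screen plus 3 SD, cut at about 25% in these data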;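 note: inhibitors block binding of the rhodamine activity-based probe so polarization drops; 0% = enzyme with DMSO and 100% = wells lacking pPAFAH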
# Target sequence (Q13093 whole entry, looked up): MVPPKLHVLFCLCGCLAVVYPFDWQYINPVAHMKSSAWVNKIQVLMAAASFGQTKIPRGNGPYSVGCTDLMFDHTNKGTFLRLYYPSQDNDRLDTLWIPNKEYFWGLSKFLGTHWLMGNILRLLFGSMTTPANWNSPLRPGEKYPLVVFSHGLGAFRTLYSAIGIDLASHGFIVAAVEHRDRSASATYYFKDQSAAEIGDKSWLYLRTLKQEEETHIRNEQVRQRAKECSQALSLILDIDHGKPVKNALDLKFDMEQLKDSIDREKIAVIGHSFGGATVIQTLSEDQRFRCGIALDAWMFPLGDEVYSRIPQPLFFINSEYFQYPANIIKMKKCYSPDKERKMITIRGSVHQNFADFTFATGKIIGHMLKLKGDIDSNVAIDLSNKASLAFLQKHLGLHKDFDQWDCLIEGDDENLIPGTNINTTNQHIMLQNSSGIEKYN
# Starred values were filed as active, the others as inactive; x = not tested or not shown. Only part of the results is shown; rates above refer to the full screens.
[1] CC(Oc1ccccc1Cl)C(=O)N(Cc1ccco1)C1CCS(=O)(=O)C1 (stereo unspecified)
[2] CC1CCN(C(=O)COC(=O)Cc2c[nH]c3ccccc23)CC1
[3] COc1ccc(C(=O)COC(=O)c2cc(=O)[nH]c3ccccc23)c(OC)c1
[4] C=CCNC(=O)c1ccccc1NC(=O)c1ccccc1N(C)S(C)(=O)=O
[5] Cc1cccc(N(Cc2ccccc2)C(=O)c2ccccc2F)c1
[6] COc1ccc(NC(=O)CN2CCC(NC(=O)C3CCCCC3)CC2)cc1
[7] COc1ccc(OC)c(NC(=O)c2cccnc2Sc2cc(C)ccc2C)c1
[8] CC(=O)c1cccc(NC(=O)Nc2nc(C)cc(C)n2)c1
[9] CCN(CC)CCC(c1ccc(N(C)C)cc1)c1c(OC)cc(OC)c2c(-c3ccccc3)cc(=O)oc12 (stereo unspecified)
[10] COc1cccc(-c2sc3ccc(OC)cc3c2C#CCC(C)O)c1 (stereo unspecified)

Assay by compound	1	2	3	4	5	6	7	8	9	10
PAFAH1B2 FP inh	2	6	0	-5	1	3	-2	-7	3	0
AHR activator	1	-2	2	0	-1	0	7	30	3	44
Bcl-xL primary	0	2	3	-3	-1	7	0	1	1	12
MCL1 BIM primary	-1	9	1	-17	-6	3	2	-1	-2	14
GLD-1 RNA inh	-2	0	-1	-4	7	-3	2	-6	7	4
PME-1 primary	2	1	-1	-2	0	4	3	2	6	-16
Fam108B inh	0	1	0	5	-2	2	1	1	2	x
MEX-5 binding	-0.1	1.7	1.5	-0.3	-1.2	2.2	-0.9	-3.4	x	x
pPAFAH FP inh	0	-1	-2	-2	4	4	1	-6	4	-1

[11] Cc1ccc(S(=O)(=O)NN2C(=O)c3ccccc3NC2c2ccccn2)cc1 (stereo unspecified)
[12] Cc1cc(C)c(C2=CSC3=NS(=O)(=O)CCN23)c(C)c1
[13] CCCc1ccc2oc(C(=O)N(C)Cc3cnccn3)c(C)c2c1
[14] Clc1nc(-c2ccccc2)c2ccccc2n1
[15] CCOc1ccccc1NC(=O)CSc1nnc2c(CC)c(C)nc(N)n12
[16] Cc1cccc(-n2c(Cc3cc(=O)[nH]c(=O)[nH]3)nnc2SCC(=O)NCC2CCCO2)c1 (stereo unspecified)
[17] CSc1cccc(NC(=O)CN(c2cc(C)ccc2C)S(C)(=O)=O)c1
[18] CSc1ccc(CN2CCCC(CNC(=O)c3ccc(F)cc3)C2)cc1 (stereo unspecified)
[19] CC(=O)n1cc([C@H]2C=C(C(N)=O)O[C@@H](OCc3ccc(CO)cc3)C2)c2ccccc21
[20] Cc1ccc(S(=O)(=O)NC(=O)c2cccc(C)c2)cc1

Assay by compound	11	12	13	14	15	16	17	18	19	20
PAFAH1B2 FP inh	5	0	-1	4	2	4	-1	11	3	4
AHR activator	-2	0	40	-1	3	8	23	3	73*	4
Bcl-xL primary	4	6	1	5	-1	7	-2	7	7	-1
MCL1 BIM primary	7	-2	2	6	-2	6	3	4	11	-5
GLD-1 RNA inh	3	11	9	0	-5	14	-4	4	2	-2
PME-1 primary	0	-2	-5	1	0	-3	3	-3	3	-2
Fam108B inh	2	2	-2	-3	1	3	-5	5	5	-1
MEX-5 binding	-8.2	0.4	-1.6	2.9	2.0	x	2.5	-0.8	-4.2	-1.2
pPAFAH FP inh	1	-1	6	1	6	-3	-5	6	2	-5

[21] COc1ccc(NC(=O)c2cccc([N+](=O)[O-])c2)cc1
[22] COc1ccc(/C=C\C(=O)Oc2cccc(/C=N/NC(=O)Cc3ccc(OC)c(OC)c3)c2)cc1
[23] NC(=O)NC(=O)CSc1nc2cc([N+](=O)[O-])ccc2n1-c1cccc(C(F)(F)F)c1
[24] N#CC(C#N)=C1C=CC=CN1/C(=C\c1ccco1)C(=O)c1ccc(-c2ccccc2)cc1
[25] COc1ccc(C(=O)N/C(=C/c2cccs2)C(=O)NCCCn2ccnc2)cc1OC
[26] Cc1ccc(OCCC(=O)OCC(=O)NC(=O)NC2CCCCC2)cc1
[27] Cn1cc([N+](=O)[O-])c(C(=O)NCc2cc3ccccc3[nH]2)n1
[28] CC1(C)CNc2cc([N+](=O)[O-])ccc2S1
[29] CCC1=C2CC[C@H]3C(=O)N(C)C(=O)[C@H]3[C@H]2[C@@]2(Cc3ccccc3)C(=NCC(=O)OC)OC(=O)N2C1=O
[30] CSc1nc(-c2ccccc2)nc(N)c1C(C)=O

Assay by compound	21	22	23	24	25	26	27	28	29	30
PAFAH1B2 FP inh	2	-10	3	-1	5	6	-2	4	-3	x
AHR activator	38	2	-3	10	1	-2	29	3	0	20
Bcl-xL primary	6	2	-3	0	3	5	2	-11	2	-7
MCL1 BIM primary	-2	10	4	-1	2	5	3	-27	-15	-15
GLD-1 RNA inh	0	3	6	6	4	1	1	-3	8	4
PME-1 primary	-5	-34	1	3	1	-2	-4	1	3	-1
Fam108B inh	0	-19	-2	5	4	3	3	2	-1	1
MEX-5 binding	1.1	0.3	0.4	x	-0.8	3.2	x	1.5	-0.4	1.0
pPAFAH FP inh	3	1	18	19	2	11	-3	0	4	0

[31] COc1ccc2c(C)cc(Sc3nnnn3-c3ccccc3)nc2c1
[32] COCCCNC(=S)NNC(=S)Nc1cccc(Cl)c1
[33] COc1ccc(Oc2nc3c(c(=O)n(C)c(=O)n3C)n2Cc2cccc(OC)c2)cc1
[34] CC(=O)c1c(C)[nH]c(C(=O)CSc2nnc(-c3ccco3)o2)c1C
[35] Cc1ccc(NC(=O)CSc2nnc(-c3cccnc3)s2)cc1
[36] COCCN(C(=O)COC(=O)c1ccccc1NCc1ccco1)c1c(N)n(Cc2ccccc2)c(=O)[nH]c1=O
[37] O=C(NCCNC(=O)c1cc(F)cc(F)c1)c1cc(F)cc(F)c1
[38] CC(C)CCNC(=O)c1cc2c(s1)-c1ccccc1S(=O)(=O)C2
[39] O=C(C1CCCO1)N1CCN(c2ccccn2)CC1 (stereo unspecified)
[40] Cc1ccc(NC(=O)N2CCCc3ccccc32)cc1C

Assay by compound	31	32	33	34	35	36	37	38	39	40
PAFAH1B2 FP inh	3	x	5	1	-2	0	2	2	4	-3
AHR activator	6	1	-2	8	5	-3	2	6	-2	11
Bcl-xL primary	4	11	-3	9	3	3	4	5	0	6
MCL1 BIM primary	8	12	-2	0	2	2	-8	-4	1	14
GLD-1 RNA inh	7	0	1	3	0	8	0	-2	5	1
PME-1 primary	1	-4	-4	-8	-4	1	-2	4	0	3
Fam108B inh	-4	3	3	0	-5	-2	1	-4	3	-3
MEX-5 binding	1.6	-2.3	-1.2	-1.0	0.4	-2.9	1.8	-1.5	-0.5	2.2
pPAFAH FP inh	1	7	1	1	1	17	5	5	-2	-2

[41] COc1ccc(Br)cc1S(=O)(=O)N1CCCC1
[42] COc1ccccc1N(CC1CO1)S(=O)(=O)c1ccc(C)cc1 (stereo unspecified)
[43] COc1ccc(CNC(=O)CCNS(=O)(=O)c2cc(Br)cnc2N)cc1
[44] CC(=O)c1c(C)[nH]c(C(=O)OCC(=O)Nc2cc(C)on2)c1C
[45] COc1ccc(OC)c(Nc2nc(NCc3ccco3)nc(N)c2[N+](=O)[O-])c1
[46] CN(CCCNC(=O)Cn1c(=O)c2cccn2c2ccccc21)Cc1ccccc1
[47] CSc1sc(C(=O)N2CCCCC2)c(-c2cccs2)c1C#N
[48] CCNc1ccc(S(N)(=O)=O)cc1[N+](=O)[O-]
[49] O=C(c1ccccc1)N1CCN(c2ccc(Cl)cc2)CC1
[50] Cn1c(=O)c(-c2ccccc2N)nc2ccccc21

Assay by compound	41	42	43	44	45	46	47	48	49	50
PAFAH1B2 FP inh	3	3	1	5	x	1	x	6	-2	4
AHR activator	1	-1	2	8	62*	3	1	13	-1	41
Bcl-xL primary	6	-2	7	5	6	6	7	-19	1	2
MCL1 BIM primary	12	-2	-3	-7	6	11	3	-26	-2	-1
GLD-1 RNA inh	3	0	5	-6	-7	4	1	1	4	5
PME-1 primary	5	-2	3	-13	-4	-2	3	-1	-4	1
Fam108B inh	1	2	-4	0	-1	1	-1	2	-1	-4
MEX-5 binding	0.7	1.8	-1.6	-1.9	0.0	-1.0	0.2	-2.9	0.3	-0.8
pPAFAH FP inh	-9	-1	1	10	4	4	7	-2	5	3

# Next section, starting with the last three of the part before.
[48] CCNc1ccc(S(N)(=O)=O)cc1[N+](=O)[O-]
[49] O=C(c1ccccc1)N1CCN(c2ccc(Cl)cc2)CC1
[50] Cn1c(=O)c(-c2ccccc2N)nc2ccccc21
[51] CC(=O)N(C)c1ccc(NC(=O)Nc2ccc(Cl)cc2)cc1
[52] Cn1nnnc1SC(C(=O)Nc1ccc(F)cc1)c1ccccc1 (stereo unspecified)
[53] CCOC(=O)C1=C(N)OC2=C(C(=O)CC(C)(C)C2)C1c1cccnc1 (stereo unspecified)
[54] O=C1C2C3C=CC(C4CC34)C2C(=O)N1/N=C/c1cccs1 (stereo unspecified)
[55] CC1C/C(=C\c2cccnc2)C(=O)/C(=C/c2cccnc2)C1 (stereo unspecified)
[56] CCC(C)C(NC(=O)OC(C)(C)C)C(=O)NC(C)C(N)=O (stereo unspecified)
[57] CCOc1ccc(CCNC(=O)Cn2nc(C)c3c(C)n(-c4ccccc4)nc3c2=O)cc1OCC
[58] O=C(c1cc(S(=O)(=O)N2CCCC2)c(Cl)cc1Cl)N1CCCC1
[59] O=C(N/N=C/c1ccc(OC(=O)c2ccco2)cc1)c1ccncc1
[60] Cc1cc(OCC(O)CN2CCOCC2)cc(C)c1Cl (stereo unspecified)
[61] COCCNC(=O)NC(=O)COC(=O)c1cccn1C

Assay by compound	48	49	50	51	52	53	54	55	56	57	58	59	60	61
PAFAH1B2 FP inh	6	-2	4	x	2	5	1	3	-1	4	0	-3	1	6
AHR activator	13	-1	41	3	1	-1	1	2	-2	1	-3	7	1	4
Bcl-xL primary	-19	1	2	-3	7	3	5	-3	1	3	3	-3	0	2
MCL1 BIM primary	-26	-2	-1	3	6	3	12	-9	6	-2	2	2	-3	0
GLD-1 RNA inh	1	4	5	4	-6	2	2	1	1	-2	6	1	2	1
PME-1 primary	-1	-4	1	-19	8	-8	-3	3	0	4	7	-1	-6	-8
Fam108B inh	2	-1	-4	-1	-1	3	1	5	1	-2	-1	-2	2	0
MEX-5 binding	-2.9	0.3	-0.8	-2.8	x	-1.9	2.1	x	0.2	-2.7	-0.1	0.0	0.0	2.6
pPAFAH FP inh	-2	5	3	2	2	1	3	4	3	6	4	-1	4	6

# In another format: 2 of the compounds above.
no. | mol | PAFAH1B2 FP inh | AHR activator | Bcl-xL primary | MCL1 BIM primary | GLD-1 RNA inh | PME-1 primary | Fam108B inh | MEX-5 binding | pPAFAH FP inh
58 | O=C(c1cc(S(=O)(=O)N2CCCC2)c(Cl)cc1Cl)N1CCCC1 | 0 | -3 | 3 | 2 | 6 | 7 | -1 | -0.1 | 4
59 | O=C(N/N=C/c1ccc(OC(=O)c2ccco2)cc1)c1ccncc1 | -3 | 7 | -3 | 2 | 1 | -1 | -2 | 0.0 | -1
